# Screening results as filed in PubChem BioAssay.
# APP 5'UTR act: APP 5'UTR luciferase reporter activation; SH-SY5Y APP 5'UTR luciferase reporter, luminescence; zero percent = DMSO vehicle wells; activation, % at 2 µM; hit rate 1% among 190,000;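 active means activation above a set limit, based on mean plus 3 SD of controls, cut at about 140% in these data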; further: values of inactives mirror those of a sister screen read the other way
# STAT1 act: activators of IFN-gamma induced STAT1 signaling | AID 932 | activation (% of control), % at 5.5 µM | hit rate 2.6% among 200,000 | NIH 3T3 STAT1-luciferase reporter, luminescence; 100% = IFN-gamma alone, no compound;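 active means activation above the screen-wide mean activation plus 3 SD, cut at about 130% in these data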;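 further: raw ratio to IFN-gamma control signal so 100% means no change and 0% no light; values of inactives mirror those of a sister screen read the other way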
# NF-kB expr up: compounds increasing NF-kB expression in human neuronal cells | NF-kB reporter expression; hits give high values | fold change at 12.5 µM | hit rate 1.6% among 190,000 | AID 1239; in the data active means fold change above about 3.3
# STAT3 activator: increases IL-6 driven STAT3 reporter signal; U3A cells, IL-6 STAT3-luciferase reporter, luminescence; 100% = signal with IL-6 EC80 alone; activation (% of control), % at 5.6 µM; hit rate 0.91% among 190,000; AID 871;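 active means activation above the screen-wide mean of compound activation plus 3 SD, cut at about 130% in these data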;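 further: 0% = background luminescence of wells with medium and substrate only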
#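 Material: STAT3-luciferase reporter U3A cells; Probe or stimulus: IL-6 (33 ng/mL); Incubation: compound pre-incubation 1 h before IL-6, then 6 h stimulation at 37 °C; Technique: luminescence from STAT3-driven luciferase reporter; Evaluation: % activation versus median of IL-6-stimulated wells; Controls: IL-6-only high control.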
# STAT3 blocker: reduces IL-6 driven STAT3 reporter signal | U3A cells, IL-6 STAT3-luciferase reporter, luminescence; host cell line lacks STAT1 | inhibition, % at 5.5 µM | hit rate 0.89% among 190,000 | AID 862;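 active means inhibition above the mean inhibition across all screened compounds plus 3 SD, cut at about 44% in these data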;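 further: 0% = DMSO only wells and 100% = 100 µM nifuroxazide control wells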
# STAT1 blocker: reduces IFN-gamma driven STAT1 reporter signal | NIH 3T3 STAT1-luciferase reporter, luminescence | inhibition, % at 5.5 µM | hit rate 0.35% among 200,000 | AID 920;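 active means inhibition above a set limit, the mean inhibition across all tested compounds plus 3 SD, cut at about 34% in these data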;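 further: 0% = IFN-gamma with DMSO and 100% = IFN-gamma with 300 µM nifuroxazide; values of inactives mirror those of a sister screen read the other way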
# Efa HMGR inh: blocks class II HMG-CoA reductase of Enterococcus faecalis; purified E. faecalis HMGR, NADPH absorbance 340 nm kinetic; inhibition, % at 10 µM; hit rate 0.41% among 190,000;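 active means inhibition above a set limit, the median over all tested compounds plus 3 SD, cut at about 9.5% in these data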;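 further: enzyme runs in reverse so mevalonate oxidation gives rising NADPH absorbance; 0% = complete reaction with DMSO and 100% = background rate lacking mevalonate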
# TLR4-MyD88 BLA: TLR4-MyD88 interaction inhibition in cells; O00206+Q99836; HeLa CL3-4 TLR4/MyD88 BLA complementation, FRET ratio; inhibition, % at 8.4 µM; hit rate 0.18% among 200,000; AID 861; in the data active means inhibition above about 25%;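 further: 0% = vehicle and 100% = reference inhibitor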
# Target sequence (O00206 whole entry, looked up): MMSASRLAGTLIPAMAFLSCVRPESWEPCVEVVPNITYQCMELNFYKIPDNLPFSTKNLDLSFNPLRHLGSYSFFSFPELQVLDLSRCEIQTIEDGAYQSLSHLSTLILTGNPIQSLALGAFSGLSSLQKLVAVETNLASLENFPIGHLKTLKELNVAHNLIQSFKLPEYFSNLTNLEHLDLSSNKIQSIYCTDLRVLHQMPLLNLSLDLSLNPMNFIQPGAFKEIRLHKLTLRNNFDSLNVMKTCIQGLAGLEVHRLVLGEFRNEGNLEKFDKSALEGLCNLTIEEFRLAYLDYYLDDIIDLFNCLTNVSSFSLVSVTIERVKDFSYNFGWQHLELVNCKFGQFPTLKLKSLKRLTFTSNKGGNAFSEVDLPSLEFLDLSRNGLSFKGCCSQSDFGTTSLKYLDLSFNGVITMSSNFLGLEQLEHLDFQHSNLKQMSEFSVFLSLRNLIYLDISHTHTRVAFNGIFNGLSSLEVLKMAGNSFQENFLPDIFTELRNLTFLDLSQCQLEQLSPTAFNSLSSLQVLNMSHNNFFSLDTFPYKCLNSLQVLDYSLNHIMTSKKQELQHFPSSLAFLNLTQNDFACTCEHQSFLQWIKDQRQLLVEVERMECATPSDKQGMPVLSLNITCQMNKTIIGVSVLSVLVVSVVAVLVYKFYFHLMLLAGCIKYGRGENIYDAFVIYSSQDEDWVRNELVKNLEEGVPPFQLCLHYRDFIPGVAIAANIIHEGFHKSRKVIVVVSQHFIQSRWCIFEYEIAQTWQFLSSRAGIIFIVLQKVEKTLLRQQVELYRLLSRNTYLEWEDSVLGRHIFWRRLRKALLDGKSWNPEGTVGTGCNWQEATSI
# Target sequence (Q99836 whole entry, looked up): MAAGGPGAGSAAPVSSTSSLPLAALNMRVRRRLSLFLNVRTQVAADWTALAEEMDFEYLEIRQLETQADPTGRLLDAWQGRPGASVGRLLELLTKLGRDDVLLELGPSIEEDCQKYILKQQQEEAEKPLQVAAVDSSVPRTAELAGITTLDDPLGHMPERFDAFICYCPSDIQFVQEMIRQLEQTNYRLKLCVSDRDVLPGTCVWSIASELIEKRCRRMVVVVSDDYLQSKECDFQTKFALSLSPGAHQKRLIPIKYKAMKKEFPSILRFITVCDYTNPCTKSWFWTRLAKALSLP
# DTT redox prof: compounds producing H2O2 with reducing agent – biochemical, NIH compound library profiling, artefact control for MLSCN library redox annotation, primary screen | AID 878 | DTT-dependent redox cycling H2O2, phenol red/HRP absorbance; 100% = 100 µM peroxide control, 0% = buffer | hit rate 0.03% among 200,000 | activation, % at 10 µM;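 active means activation of at least 50% relative to the plate's high and low controls in the primary single-dose screen; inactive means activation below 50%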;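 further: compound incubated with DTT at 0.8 mM final as the reducing agent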
# Hsp70 act: switches on Hsp70 transcription; HeLa Hsp70 promoter luciferase reporter, luminescence; scaled: vehicle 0, proteasome-inhibitor control 100%; activation, % at 10 µM; hit rate 0.04% among 200,000; AID 1203;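 active means activation above the mean across all tested compounds plus 3 SD, cutoff set per campaign, cut at about 5.5% in these data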;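 further: 100% = MG132 at 30 µM as the positive control and 0% = DMSO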
# Numbers without * were called inactive; . = no result given.
SMILES,APP 5'UTR act,STAT1 act,NF-kB expr up,STAT3 activator,STAT3 blocker,STAT1 blocker,Efa HMGR inh,TLR4-MyD88 BLA,DTT redox prof,Hsp70 act
Cc1ccccc1N1C(=O)c2ccccc2NC1c1ccncc1 (stereo not drawn),3,94,1.1,108,-6,2,-2,-2,0.3,-0.3
O=C(O)c1cccc(-c2ccc(/C=N/NC(=O)c3cccnc3)o2)c1,5,110,0.96,111,-10,-11,1,3,0.1,-0.1
C/C(=N\N1CCN(C)CC1)c1ccc(Cl)c(Cl)c1,-8,103,1.2,96,7,-3,-4,5,-1.9,-0.1
Fc1cc(F)c2nc(N3CCCC3)sc2c1,65,131*,1.4,95,10,-35,-4,-9,0.1,0.0
COC(=O)c1c(C)oc2ccc(N(C(=O)c3ccncc3)S(=O)(=O)c3ccccc3)cc12,3,75,0.61,99,11,28,0,-7,-3.5,-0.3
CC(=O)NCCNC(=O)[C@H](Cc1ccccc1)NC(=O)c1cccs1,-2,99,1,109,-11,1,0,-3,0.0,-0.1
Fc1ccc(CSc2ncnc3sc4c(c23)CCCC4)cc1,3,93,0.94,92,10,8,-9,1,2.5,-0.1
COc1ccc(C(=O)CCN2CCN(c3ccccc3F)CC2)cc1,-12,95,1.3,97,12,6,-2,6,-1.4,0.0
CCN(CC)S(=O)(=O)N1CCC(C(=O)NCc2ccc3c(c2)OCO3)CC1,3,102,1.1,99,5,-2,4,-19,0.0,-0.6
Cc1nnc(C)n1/N=C/c1ccccc1,-17,92,1.3,106,-2,8,-7,10,-3.5,-0.2
CCOc1ccc(-n2c(N)c(C(=O)NCc3ccco3)c3nc4ccccc4nc32)cc1,-24,104,0.41,83,26,-4,-4,-4,0.2,-0.3
COc1cccc(-n2c(SCc3c(C)noc3C)nnc2-c2cccc(S(=O)(=O)N(C)C)c2)c1,-7,96,1.3,99,8,5,-4,1,0.8,-0.3
Cn1c(SCC(=O)NCc2cccs2)nnc1-c1ccncc1,-9,91,1.1,101,2,10,0,6,0.3,-0.4
CCCCCCC(C)n1cc(C(C)=O)c(=O)n(C)c1=O (stereo not drawn),-3,93,1.1,92,9,8,-3,3,0.1,-0.3
O=S(=O)(NCCc1ccccc1)c1ccc(Cl)nc1,20,104,1.3,104,-8,-5,6,-10,0.2,-0.1
CCOC(=O)C1CCN(C(=O)CN(c2ccc(OC)cc2)S(=O)(=O)c2c(C)noc2C)CC1,23,101,1.1,106,2,-1,0,-8,0.0,-0.1
COCCNC(=O)C(c1ccncc1)N(C(=O)c1sc(C)nc1C)c1cccc(C)c1 (stereo not drawn),9,113,1.1,108,-4,-15,-3,0,-0.9,-0.3
COc1ccc(/C=N/n2c(SC)nnc(C(C)(C)C)c2=O)cc1OC,1,104,1.2,94,5,-5,-3,4,0.0,-0.2
Cc1ccc(NC(=O)CN2C(=O)N/C(=C/c3ccc(C)o3)C2=O)cc1,8,92,1.1,85,28,9,2,-10,-3.8,-0.1
CCN1CCCC(OC(=O)c2cc(-c3ccccc3Cl)nc3ccccc23)C1 (stereo not drawn),8,94,1.1,109,-10,6,-6,3,-1.0,-0.1
Cc1cc(NC(=O)c2ccc3c(c2)C(=O)N(Cc2ccccc2)C3=O)no1,-6,110,1,108,-8,-11,-2,11,0.4,0.5
COc1ccc(-n2cnc3cc(C(=O)NC4CCCC4)ccc32)cc1,9,110,1.1,104,2,-11,-3,4,0.9,-0.2
C=CCOC(=O)/C(=C\c1ccccc1)NC(=O)c1ccc(C)cc1,66,132*,0.78,114,-10,-38,-8,5,-0.3,0.8
O=c1[nH]c(SCC2CCCCO2)nc2ccccc12 (stereo not drawn),10,124,1.5,106,-4,-27,6,-3,1.9,0.4
CCOc1ccc(NC2=NC(C)(C)N=C(N)N2)cc1,2,101,1.1,105,1,0,4,14,-2.0,-0.1

# Further entries:
SMILES,APP 5'UTR act,STAT1 act,NF-kB expr up,STAT3 activator,STAT3 blocker,STAT1 blocker,Efa HMGR inh,TLR4-MyD88 BLA,DTT redox prof,Hsp70 act
Cc1ccc(NC(=O)/C(=C/c2ccncc2)NC(=O)c2ccccc2)cc1,0,103,1.2,94,10,-4,1,-11,-0.4,-0.4
CC1CCCN(C(=O)CSc2cnc3ccccc3n2)C1 (stereo not drawn),2,116,1.9,117,-14,-17,-3,5,0.3,0.2
CC(/C=N/NC(=O)c1cc(-c2cccnc2)nc2c1c(C)nn2-c1ccccc1)=C\c1ccccc1,-1,94,0.31,85,21,6,-12,-20,-0.4,-0.3
Cc1ccc(-n2c(C)cc(C(=O)Cn3nc(C(=O)O)c4ccccc4c3=O)c2C)cc1,3,97,1.6,96,0,3,3,-5,-0.2,-0.4
O=C(Cn1nc(Cl)nc1Cl)c1cc2ccccc2oc1=O,4,100,1.3,100,6,0,-1,-5,-1.0,0.1
O=C(CSc1nnc(CNC(=O)c2ccccc2F)o1)Nc1ccc2c(c1)OCCO2,12,95,1,101,5,6,7,3,-0.7,-0.2
Cc1nc(SCC(=O)N(C)Cc2ccco2)c2c(C)c(C)sc2n1,7,78,0.77,89,22,24,-13,-18,0.4,-0.1
COC(=O)/C=C/C(=O)Nc1ccc(O)c(Cl)c1,-8,96,1.5,107,-7,4,-5,8,0.1,0.0
Cc1nc2cc(N3CCOCC3)c(NC(=O)C3CC3)cc2c(=O)n1Cc1ccccc1,4,104,.,102,8,-5,.,-21,2.0,0.7
COc1ccc(NCc2nnc(SCC(=O)c3ccc(OC)cc3)o2)cc1,.,110,1.1,99,8,-11,3,1,-0.5,-0.1
Cc1ccc(CCNC(=O)C2CCC(=O)N2Cc2cccnc2)cc1 (stereo not drawn),14,105,1.1,97,8,-4,-3,-6,-2.3,-0.1
Cc1ccc(C(=O)NC(=S)Nc2cccc3nsnc23)cc1,39,108,1.7,105,2,-9,-4,-6,-4.0,-0.1
CCOC(=O)Cn1nnc(-c2ccc(SC)cc2)n1,2,104,1.3,97,7,-4,-2,4,2.4,-0.1
CCN(CC(=O)Nc1ccc(Cl)c(S(=O)(=O)N(C)C)c1)Cc1nc2ccccc2c(=O)[nH]1,-3,100,0.79,97,9,2,1,-22,-0.7,-0.3
CS(=O)(=O)N(CC(=O)Nc1ccc2c(c1)OCO2)Cc1ccc(Cl)cc1,3,96,1.4,95,10,4,3,2,0.3,-0.2
O=C1Nc2ccccc2N(O)N1c1ccc(S(=O)(=O)Nc2ccccn2)cc1,9,85,1.2,97,9,16,1,14,0.0,0.0
COC1=C(Nc2ccc(OC)cc2)C(=O)c2ccccc2C1=O,11,105,1.1,117,-23,-5,-2,-9,0.0,0.0
CC(=O)Nc1ccc(NC(=O)C(C)OC(=O)C2CC3C=CC2C3)cc1 (stereo not drawn),-11,99,1.2,103,0,1,3,8,0.5,-0.2
Cc1ccc(Cn2ccc(C3CC3)n2)cc1,62,121,1.1,102,5,-24,3,-6,-2.2,0.2
Cc1c(NC(=O)CCSc2ccc(Cl)cc2)c(=O)n(-c2ccccc2)n1C,-4,97,0.96,96,5,4,0,-13,0.0,0.3
O=C1N/C(=C/c2cccs2)C(=O)N1Cc1ccc(Br)cc1,-6,97,1.4,88,17,2,-4,-7,-0.8,-0.2
O=C(NCc1ccccc1Cl)c1cccc(C(F)(F)F)c1,0,97,1.2,103,-5,3,-2,-2,-0.2,0.1
CC1CCCCC1NC(=O)c1cc2ccccc2o1 (stereo not drawn),10,102,1.4,111,-4,-2,0,9,0.1,-0.1
CCOC(=O)c1cnn2c(C(F)(F)F)cc(-c3cn(C)nc3C)nc12,-9,108,0.89,103,0,-9,-2,-3,0.6,-0.3
Cc1cccc(N2CCN(C(=O)COc3ccc4c(c3)CCC4)CC2)c1C,8,99,0.96,106,-9,1,-1,-4,0.2,0.1

# Quoted at random: 4 compounds from above.
SMILES,APP 5'UTR act,STAT1 act,NF-kB expr up,STAT3 activator,STAT3 blocker,STAT1 blocker,Efa HMGR inh,TLR4-MyD88 BLA,DTT redox prof,Hsp70 act
COC(=O)/C=C/C(=O)Nc1ccc(O)c(Cl)c1,-8,96,1.5,107,-7,4,-5,8,0.1,0.0
CCN(CC(=O)Nc1ccc(Cl)c(S(=O)(=O)N(C)C)c1)Cc1nc2ccccc2c(=O)[nH]1,-3,100,0.79,97,9,2,1,-22,-0.7,-0.3
CCOC(=O)c1cnn2c(C(F)(F)F)cc(-c3cn(C)nc3C)nc12,-9,108,0.89,103,0,-9,-2,-3,0.6,-0.3
CC(/C=N/NC(=O)c1cc(-c2cccnc2)nc2c1c(C)nn2-c1ccccc1)=C\c1ccccc1,-1,94,0.31,85,21,6,-12,-20,-0.4,-0.3

# (more compounds)
SMILES,APP 5'UTR act,STAT1 act,NF-kB expr up,STAT3 activator,STAT3 blocker,STAT1 blocker,Efa HMGR inh,TLR4-MyD88 BLA,DTT redox prof,Hsp70 act
C=CCn1c(=O)c2ccc(C(=O)NCc3ccccc3)cc2n(Cc2ccccc2Cl)c1=O,10,90,1.1,99,1,11,-5,0,0.3,-0.3
CCN(CC)CCN1C(=O)C(O)=C(C(=O)c2cc3ccccc3o2)C1c1cccnc1 (stereo not drawn),5,101,1,95,7,-2,-2,0,-1.0,-0.1
COc1ccc(NS(=O)(=O)c2ccc(NC(=S)NC(=O)c3ccc(Br)cc3)cc2)nn1,-7,93,1.1,102,-2,8,-2,-3,-0.3,-0.2
COC(=O)C1C(c2ccc(OC)c(OC)c2)NC(c2ccc(OC)c(OC)c2)C(C(=O)OC)S1(=O)=O (stereo not drawn),2,93,1.3,101,2,2,-6,-2,0.4,-0.2
C=CCn1c(SCC(=O)N2CCCCC2)nc(O)cc1=O,3,99,0.93,97,4,1,-1,9,0.0,0.0
Cc1ccc(NC(=O)CCC(=O)NNC(=O)c2cccc([N+](=O)[O-])c2)cc1C,1,100,1,95,8,0,3,1,-1.6,-0.4
COc1cccc(/C=N/NC(=O)c2ccc(CN3c4cccc5cccc(c45)S3(=O)=O)cc2)c1,-10,111,0.78,96,2,-13,0,-9,0.8,-0.1
O=C(Nc1ccccc1)c1nnsc1S(=O)c1ccc(Cl)cc1 (stereo not drawn),0,104,0.12,97,5,-4,0,23,2.2,0.5
O=C(CN1C(=O)CCSc2ccccc21)Nc1cccc(F)c1,-22,97,1,101,5,4,0,0,-3.0,-0.3

# Full records as entered above:
# `COc1cccc(/C=N/NC(=O)c2ccc(CN3c4cccc5cccc(c45)S3(=O)=O)cc2)c1` is listed as APP 5'UTR act = -10; STAT1 act = 111; NF-kB expr up = 0.78; STAT3 activator = 96; STAT3 blocker = 2; STAT1 blocker = -13; Efa HMGR inh = 0; TLR4-MyD88 BLA = -9; DTT redox prof = 0.8; Hsp70 act = -0.1
# `COCCNC(=O)C(c1ccncc1)N(C(=O)c1sc(C)nc1C)c1cccc(C)c1` (stereo not drawn) is listed as APP 5'UTR act = 9; STAT1 act = 113; NF-kB expr up = 1.1; STAT3 activator = 108; STAT3 blocker = -4; STAT1 blocker = -15; Efa HMGR inh = -3; TLR4-MyD88 BLA = 0; DTT redox prof = -0.9; Hsp70 act = -0.3
